MazEF act: MazEF (E. coli) toxin RNase activation; FAM/BHQ RNA-DNA oligo cleavage fluorescence, 5 h; activation, % at 20 µM; P0AE70; AID 504720; 350,000 tested, 0.32% active; in the data active means activation above about 50%
Mtb FBA inh: Mtb fructose-bisphosphate aldolase inhibition; 360,000 tested, 2.3% active; purified M. tuberculosis FBA, fluorescence read-out; AID 588726; inhibition, % at 1 µM; in the data active means inhibition above about 27%;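 further: 0% = vehicle and 100% = reference inhibitor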
VHR inh abs: blocks human VHR1 dual specificity phosphatase. recombinant VHR phosphatase, pNPP absorbance. inhibition, % at 13.3 µM. 290,000 tested, 0.52% active; in the data active means inhibition above about 50%; further: some compounds called inactive have numbers as strong as hits
Target sequence (P51452 whole entry, looked up): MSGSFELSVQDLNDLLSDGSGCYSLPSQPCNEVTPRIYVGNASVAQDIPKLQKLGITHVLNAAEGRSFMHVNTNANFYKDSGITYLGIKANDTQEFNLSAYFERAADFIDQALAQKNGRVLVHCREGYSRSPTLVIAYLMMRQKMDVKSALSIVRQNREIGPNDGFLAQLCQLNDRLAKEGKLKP
CCHFV vOTU inh: CCHFV vOTU protease inhibition | Pep-AMC fluorescence | inhibition, % at 11.5 µM | 370,000 tested, 0.55% active; further: 0% = vehicle wells with enzyme and 100% = no enzyme wells
BoNT F protease: inhibitors of Botulinum neurotoxin F light chain protease. 360,000 tested, 0.22% active. inhibition, % at 10 µM. Multiplex microsphere protease cleavage assay, flow cytometry; in the data active means inhibition above about 35%, passing the limit was not always enough; inconclusive means no clear call, values can overlap the other calls; further: plate controls were buffer without enzyme for full effect and enzyme alone for no effect
FadD28 binding: M. tuberculosis FadD28 bisubstrate binding inhibition. FadD28 bisubstrate probe binding, fluorescence polarization. AID 588549. 360,000 tested, 0.22% active. inhibition, % at 12.5 µM; in the data active means inhibition above about 8.5%, passing the limit was not always enough; inconclusive means no clear call, values can overlap the other calls
Mtb BioA inh: blocks M. tuberculosis BioA enzyme activity. purified M. tuberculosis BioA enzyme, plate reader. inhibition, % at 9.99 µM. 360,000 tested, 0.096% active; in the data active means inhibition above about 40%; inconclusive means no clear call, values can overlap the other calls
UGM FP inh: blocks M. tuberculosis UGM enzyme. purified UGM, fluorescence polarization probe displacement. inhibition, % at 10 µM. P9WIQ1. 320,000 tested, 0.06% active; in the data active means inhibition above about 10%, passing the limit was not always enough; inconclusive means no clear call, values can overlap the other calls
Target sequence (P9WIQ1 whole entry, looked up): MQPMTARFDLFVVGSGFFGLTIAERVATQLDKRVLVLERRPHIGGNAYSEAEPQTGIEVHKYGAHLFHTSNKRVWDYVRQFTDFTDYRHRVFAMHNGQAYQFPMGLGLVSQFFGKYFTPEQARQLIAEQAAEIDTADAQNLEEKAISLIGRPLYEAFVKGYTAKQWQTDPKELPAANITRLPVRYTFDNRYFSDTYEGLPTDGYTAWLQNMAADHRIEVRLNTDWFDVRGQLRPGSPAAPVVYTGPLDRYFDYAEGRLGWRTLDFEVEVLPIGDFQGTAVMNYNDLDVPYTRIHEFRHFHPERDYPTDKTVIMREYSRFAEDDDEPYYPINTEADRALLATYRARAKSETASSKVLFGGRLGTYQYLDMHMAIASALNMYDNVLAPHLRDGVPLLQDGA
Rv3671c inh: inhibitors of M. tuberculosis serine protease Rv3671c; 320,000 tested, 0.048% active; AID 2606; inhibition, % at 5.96 µM; in the data active means inhibition above about 38%;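 further: extracellular domain of Rv3671c used as enzyme; 0% = enzyme with DMSO and 100% = no enzyme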
Target sequence (P9WHR9 whole entry, looked up, the tested form may be a part): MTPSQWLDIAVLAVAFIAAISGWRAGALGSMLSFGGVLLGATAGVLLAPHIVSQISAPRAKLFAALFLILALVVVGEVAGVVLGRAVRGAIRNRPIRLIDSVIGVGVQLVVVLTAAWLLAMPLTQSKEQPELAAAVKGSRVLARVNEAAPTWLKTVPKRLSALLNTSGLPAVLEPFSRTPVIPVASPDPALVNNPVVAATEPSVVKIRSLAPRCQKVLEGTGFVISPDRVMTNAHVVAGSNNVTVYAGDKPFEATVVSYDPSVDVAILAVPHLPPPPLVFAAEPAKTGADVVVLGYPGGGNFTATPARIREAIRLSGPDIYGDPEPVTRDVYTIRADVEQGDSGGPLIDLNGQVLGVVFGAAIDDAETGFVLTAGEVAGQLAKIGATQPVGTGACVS
GDH-TPI counter: GDH-TPI coupled enzyme inhibition counter-screen | GDH-TPI coupled enzyme counterscreen, NADH absorbance | inhibition, % at 4.8 µM | 360,000 tested, 1.2% active;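 further: 0% = DMSO wells and 100% = wells lacking the enzyme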
* marks the source's active call; other numbers are inactive results; ? = inconclusive; . = no result given. Unless noted, no stated cut-off is given here; in the data, active means inhibition above about 30%; inactive means the rest. Compounds as they come; overall some 4.9% were active at least once.

SMILES | MazEF act | Mtb FBA inh | VHR inh abs | CCHFV vOTU inh | BoNT F protease | FadD28 binding | Mtb BioA inh | UGM FP inh | Rv3671c inh | GDH-TPI counter
COC(=O)Cn1cc(C(=O)OC)cc(Br)c1=O | 7 | 2 | 37 | -7 | 4 | -2.8 | -0.6 | -1.9 | 2 | 7
Cn1cnc([N+](=O)[O-])c1Sc1ncnc2nc[nH]c12 | -4 | 2 | 30 | 8 | 7 | -0.5 | 0.5 | -1.5 | 1 | 13
O=C(CN1C(=O)C(=O)c2ccccc21)c1ccc(Cl)cc1 | 11 | 1 | 18 | 11 | ? | -1.2 | -1.0 | 0.0 | 6 | 4
Cc1ccc(-n2nc3c(c2NC(=O)C2CC2)CS(=O)(=O)C3)cc1 | 3 | 0 | -6 | 8 | 1 | -4.1 | 0.1 | 2.3 | 6 | 0
C=CCN=c1scc(-c2ccco2)n1/N=C/c1ccc(O)c(O)c1O | -18 | -4 | 2 | 7 | -21 | -2.8 | . | 0.1 | 4 | 8
CCc1ccccc1Nc1cc(C(=O)NCc2ccccn2)c2ccccc2n1 | 3 | 0 | 21 | 5 | -2 | -6.5 | . | -0.4 | 0 | 5
COCC1CCCCN1C(=O)CCCn1nnnc1CN1CCC(C)CC1 (configuration not stated) | 0 | 0 | 32 | 4 | -4 | -0.9 | -1.6 | 0.3 | -1 | 1
O=C(CNC(=O)c1ccc2c(=O)n3c(nc2c1)CCC3)Nc1ccc(F)c(F)c1 | -1 | 2 | . | -11 | 0 | -2.2 | 1.1 | -0.4 | -15 | 8
O=C(Nc1nc(-c2ccccc2)cs1)C1CCCCN1S(=O)(=O)c1ccc(Cl)cc1 (configuration not stated) | -11 | 0 | 2 | . | -5 | -1.2 | . | -1.2 | -79 | 11
COc1ccc(S(=O)(=O)N2CCC(N3CCN(c4ccccc4OC)CC3)CC2)cc1 | 10 | 4 | 10 | -5 | 9 | -2.0 | -0.7 | -0.4 | 5 | -4
O=S(=O)(Nc1ccc(F)cc1)c1cccc2nsnc12 | -12 | 1 | -28 | -8 | -6 | -0.3 | -0.6 | 0.7 | 2 | 10
O=C(CN1CCCCCC1)N1c2ccccc2Sc2ccc(C(F)(F)F)cc21 | -14 | 3 | 13 | 15 | -13 | -0.3 | -0.9 | 1.5 | 8 | 4
Cc1ccc(N(CCC(=O)O)S(=O)(=O)c2ccccc2)cc1 | 3 | 2 | 6 | -13 | 1 | -2.7 | . | 0.5 | -10 | 5
CC1(C(=O)NS(=O)(=O)c2ccccc2Cl)CCN1C(=O)C1(c2ccc(Cl)cc2)CC1 (configuration not stated) | . | 2 | . | 1 | 1 | 1.0 | -0.7 | . | . | -1
Cc1cc(Cl)ccc1NC(=S)NCc1ccccc1Cl | -5 | -2 | 2 | 2 | -1 | -1.8 | . | -0.7 | -1 | 8
COC(=O)c1cccc(NC(=O)c2ccco2)c1 | 4 | 2 | 4 | -4 | 2 | -1.1 | -0.8 | -0.3 | 0 | 9
Cc1ccc(C(=O)NNC(=O)CSc2n[nH]c(-c3cccnc3)n2)cc1 | -17 | 4 | 11 | 14 | -4 | -1.7 | . | 0.3 | 12 | 10
CCOC(=O)c1[nH]c(C)c(C(=O)Nc2cc(OC)ccc2OC)c1C | 4 | 1 | -20 | -5 | 3 | -0.3 | -0.9 | 2.9 | -1 | -5
CSCC[C@H](N)C(=O)N1CCC(C(=O)N[C@@H](Cc2c[nH]c3ccccc23)C(=O)O)CC1 | -4 | 0 | 21 | -10 | -9 | 1.0 | -0.7 | 1.8 | -1 | 3
COc1ccc(NC(=O)c2ccc(Br)o2)cc1 | 4 | 1 | 11 | 2 | -12 | -1.4 | -0.7 | -1.0 | 2 | 4
CCCc1cc(=O)oc2c(CN3CCOCC3)c(O)ccc12 | 2 | . | 6 | -201 | -9 | -2.9 | -1.1 | -1.8 | -2 | 23
COc1ccc(CC(=O)N2CC(=O)N(CCc3ccccc3)C(=O)C2)cc1 | -8 | 7 | 5 | 10 | -7 | -1.2 | -5.5 | 1.6 | -1 | 5
COc1ccc(-n2c(Cc3cccn3C)nnc2SCC(=O)Nc2nc(C)cs2)cc1 | 4 | 2 | 21 | 11 | 2 | 0.1 | -6.7 | -2.1 | 4 | 19
COc1ccc(C(C)=O)cc1COC(=O)CCC(=O)c1cccs1 | 3 | 1 | . | 14 | . | -0.8 | -0.2 | -1.1 | 9 | -3
Cc1ccc(C)c(S(=O)(=O)N2CCCC2CNC(=O)C(=O)NCc2cccs2)c1 (configuration not stated) | 0 | -2 | . | -13 | 4 | -4.1 | . | 0.0 | -8 | 0

Next part.
SMILES | MazEF act | Mtb FBA inh | VHR inh abs | CCHFV vOTU inh | BoNT F protease | FadD28 binding | Mtb BioA inh | UGM FP inh | Rv3671c inh | GDH-TPI counter
Cc1cc(NC(=O)c2ccco2)c(=O)n(Cc2cccc(C(F)(F)F)c2)c1 | 0 | 0 | 17 | 3 | -7 | -1.2 | -0.9 | -1.2 | -5 | 16
Cc1ccc(/C=C2\C(=O)NC(=S)N(c3cccc(F)c3)C2=O)o1 | 14 | 8 | 22 | 9 | -80 | 2.3 | 0.9 | -2.0 | -13 | 6
C/C(=N\NC(=O)c1cc(C)oc1C)c1ccc2ccccc2c1 | 14 | 1 | 14 | 0 | 4 | -3.2 | 10 | -1.1 | 0 | -2
c1ccc(-c2nc(NCc3cccnc3)c3ccccc3n2)cc1 | 1 | 0 | 21 | . | 12 | -1.9 | 1.9 | 0.0 | -1 | 6
CSCCC(NC(=O)OCc1ccccc1)NC(=O)OCc1ccccc1 | . | 7 | . | 4 | 8 | 0.0 | -0.5 | . | . | .
CC1=C/C(=N\NC(=O)c2ccccc2)CC1 | 2 | 3 | -10 | 16 | -1 | -0.1 | . | 0.4 | 3 | 7
CCCCC(=O)Nc1ccc(NC(=S)NC(=O)c2ccco2)cc1OC | 6 | 0 | 5 | 5 | . | -1.7 | -1.1 | -1.2 | 0 | 8
O=C(NCc1nnc(SCC(=O)N2CCOCC2)o1)c1cccs1 | -7 | 2 | 0 | 1 | 2 | -2.2 | . | 0.6 | -4 | 1
CCCCn1c(N)c(N(CCC(C)C)C(=O)C2CC(=O)N(c3cccc(SC)c3)C2)c(=O)[nH]c1=O (configuration not stated) | -14 | 5 | . | 9 | 5 | -1.8 | -3.4 | 6.3 | 3 | 9
CCc1ccccc1NC(=O)NC(C)c1ccc2c(c1)OCO2 (configuration not stated) | -14 | 3 | -2 | 7 | 4 | . | -2.6 | -1.1 | 4 | 0
COc1ccc2[nH]c(C(=O)O)c(NS(=O)(=O)c3ccc(C)cc3C)c2c1 | -5 | 2 | 14 | 16 | 0 | 1.7 | 1.9 | 0.0 | -6 | 1
CCCc1ccc(Oc2c(-c3ccc(O)c(C)c3O)n[nH]c2C)cc1 | 27 | 1 | 10 | 8 | . | -1.3 | . | -0.2 | 8 | 8
CCCOc1ccc(OCCN2CCCC(C)C2)cc1 (configuration not stated) | -2 | 0 | 20 | 9 | 12 | -2.8 | . | -3.3 | 1 | -3
CCOC(=O)c1ccc(N=Nc2c(C)c(C#N)c(O)[nH]c2=O)cc1 | 19 | -1 | 6 | 3 | 1 | -2.9 | . | -0.6 | -9 | -2
COc1ccc(CC(=O)OCc2nnc(C3COc4ccccc4O3)o2)cc1OC (configuration not stated) | 2 | -5 | 22 | -6 | 6 | -0.9 | -0.5 | -1.8 | 0 | -2
Cc1ccc2c(CC(=O)NCC(C)(C)N3CCOCC3)coc2c1 | -18 | 0 | 4 | -3 | 3 | 0.4 | 0.8 | -3.4 | -9 | 7
CCCn1c(Nc2ccccc2C)nc2ccccc21 | 1 | 1 | 8 | 4 | 16 | -5.2 | -1.5 | -1.3 | -1 | 1
O=C(NCc1ccncc1)C1CCCCC1 | -2 | -1 | 19 | -5 | 3 | 0.7 | -2.6 | -3.5 | 3 | 14
CN(C)CCNc1ccc2ncn3c4ccc(O)cc4c(=O)c1c23 | -381 | -4 | . | 15 | -12 | -4.3 | . | . | . | 6
COC1C(C)=C(C)C(=O)N1Cc1ccccc1 (configuration not stated) | 2 | 2 | 29 | 0 | 6 | -3.0 | 0.2 | -0.7 | 10 | -7
Cc1oc(-c2ccccc2)nc1C(=O)OCC(=O)NC(C)c1ccccc1 (configuration not stated) | 1 | -1 | . | 18 | -5 | . | 0.0 | 0.8 | 8 | 4
CCCCNC(=O)N1CCC(CCC(=O)N(C)Cc2ccccc2)CC1 | 4 | 0 | 8 | -7 | ? | -4.7 | -0.7 | 0.5 | -7 | 6
O=C1Nc2cc(C(=O)N3CCC4(CC3)OCCO4)ccc2S/C1=C\c1ccccc1 | 3 | 0 | 12 | -2 | -7 | -0.7 | -2.1 | 2.6 | -9 | 12
Cc1ccc(S(=O)(=O)N2CCCN(c3nccc(C(F)(F)F)n3)CC2)cc1 | 3 | 0 | 4 | -2 | -1 | 0.3 | 1.2 | 1.3 | -5 | 12
Cc1ccccc1N1C(=O)CN(Cc2sccc2C)C1=S | 5 | 4 | 4 | 3 | -6 | -3.9 | -2.0 | 1.6 | -15 | -4

In the list so far, 2 have bromine:
SMILES | MazEF act | Mtb FBA inh | VHR inh abs | CCHFV vOTU inh | BoNT F protease | FadD28 binding | Mtb BioA inh | UGM FP inh | Rv3671c inh | GDH-TPI counter
COC(=O)Cn1cc(C(=O)OC)cc(Br)c1=O | 7 | 2 | 37 | -7 | 4 | -2.8 | -0.6 | -1.9 | 2 | 7
COc1ccc(NC(=O)c2ccc(Br)o2)cc1 | 4 | 1 | 11 | 2 | -12 | -1.4 | -0.7 | -1.0 | 2 | 4

Next part.
SMILES | MazEF act | Mtb FBA inh | VHR inh abs | CCHFV vOTU inh | BoNT F protease | FadD28 binding | Mtb BioA inh | UGM FP inh | Rv3671c inh | GDH-TPI counter
Cc1cc(S(=O)(=O)Nc2c(C)ccc3nsnc23)ccc1F | -8 | 2 | 31 | -2 | 3 | -2.8 | -0.2 | 1.3 | -5 | 14
CC1=C(C(=O)OC(C)C)C(c2cccnc2)C2=C(CCCC2=O)N1 (configuration not stated) | 8 | 36* | -6 | -58 | 3 | -4.5 | 6.9 | 0.6 | -1 | 15
Cc1cc(Cl)ccc1OCC(=O)NCCOC(=O)Nc1sc(=S)n(C)c1C | 3 | 0 | -6 | 3 | -2 | -2.2 | . | -0.4 | 7 | 16
CC(C)(C)c1ccc(OC(=O)c2ccc3snnc3c2)cc1 | 2 | 1 | 1 | 20 | -6 | -3.8 | . | 1.4 | 7 | -8
COc1cc2sc3ccc(-c4ccc5[nH]ccc5c4)cc3c(=O)c2cc1OC | 4 | 11 | . | -2 | 3 | -2.2 | -0.8 | -3.9 | -38 | 18
COCCNCc1ccccc1[N+](=O)[O-] | 7 | -3 | . | -2 | -4 | -0.3 | -0.4 | -2.3 | -8 | -6
C/C(=N\NC(=O)c1ccc2c(c1)OCO2)c1ccco1 | 7 | -6 | 33 | 0 | -13 | -3.2 | 0.7 | . | 1 | 13
Cc1ccc(S(=O)(=O)N2CCOCC2)cc1NC(=O)CN(C)CC(=O)Nc1cccc(F)c1 | -3 | -2 | . | -6 | 3 | -3.8 | 7.5 | . | . | -14
CCCCC#Cc1cncc(C(=O)N/N=C/c2cccc(OC)c2)c1 | -2 | -1 | 41 | -4 | ? | -2.9 | . | -1.6 | -25 | -1
CCc1noc(C)c1C(=O)Nc1nnc(C(CC)CC)s1 | -4 | 4 | . | 5 | -13 | -2.0 | 0.1 | 2.4 | 9 | 15
O=C(COC(=O)c1ccccc1[N+](=O)[O-])c1ccc2c(c1)OCO2 | 7 | 1 | . | -3 | 3 | -2.8 | -1.3 | 1.1 | -5 | 8
Nc1ccccc1C(=O)N1CCc2ccccc21 | 11 | 1 | 13 | 49* | ? | -1.2 | -0.4 | 3.6 | 1 | -3
Cc1ccc(Cn2c(N/N=C/c3ccncc3)nc3c2c(=O)n(C)c(=O)n3C)cc1 | 9 | -6 | 12 | -1 | ? | -2.6 | 13 | 0.8 | 7 | 26
Cc1onc(-c2ccccc2)c1C(=O)NNC(=S)NC(=O)c1ccc(Cl)cc1Cl | -2 | 2 | -1 | -7 | -4 | 1.1 | . | 4.7 | 6 | 10

Screening data (PubChem BioAssay)
